CHRM5 antagonist: human M5 muscarinic receptor antagonists, primary screen, CHO cells, Fluo-8 calcium fluorescence; Muscarinic acetylcholine receptor M5 (Homo sapiens), P08912; AID 624040, 2012; inhibition, % at 3 µM; 360,000 compounds, 0.59% hits; CHO-hM5 cells, ACh EC80;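 active means inhibition above a per-plate cutoff, the mean of that plate's test compounds plus 3 SD, cut at about 27% in these data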;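 further: 0% = acetylcholine EC80 with DMSO and 100% = DMSO without agonist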
CRFBP-R2 agonist: agonists of CRF-BP/CRF-R2 complex, primary screen, cell-based, HEK293, calcium dye fluorescence, uHTS; CRF-binding protein / CRF receptor 2 complex (human); calcium dye fluorescence (FLIPR); percent of saturating CRF peptide response; activation, % at 13.2 µM; 350,000 compounds, 0.46% hits; AID 588473, 2011;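 active means activation of at least 50%, plus an integration ratio under a set limit after plate pattern correction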;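 further: plate controls were neutral control wells without compound for no effect and CRF at EC100 for full effect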
CHRM5 PAM: human M5 muscarinic receptor positive allosteric modulators, primary screen, CHO-K1 cells, Fluo-8 calcium fluorescence. CHO-K1 hM5, ACh EC20 PAM; 0% = ACh EC20, 100% = ACh EC100. activation, % at 3 µM. 360,000 compounds, 0.3% hits. Muscarinic acetylcholine receptor M5 (Homo sapiens), P08912;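 active means activation above the run cutoff, the mean activation of all test compounds plus 3 SD, cut at about 18% in these data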
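Measured by: Fluo-8 calcium fluorescence; material: human M5 receptor in CHO-K1 cells; schedule: Post-acetylcholine fluorescence recording 140 s; benchmarks: low control EC20 acetylcholine (0%), high control EC100 acetylcholine (100%); read-out: Max/basal fluorescence ratio as % of EC20–EC100 ACh window; compound: single dose, 3 µM nominal final test concentration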
CHRM4 agonist: human M4 muscarinic receptor agonists, primary screen, CHO-K1 cells, Fluo-8 calcium fluorescence; CHO-K1 hM4/Gqi5; vehicle 0%, full acetylcholine response 100%; activation, % at 3 µM; 360,000 compounds, 0.14% hits;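 active means activation above the run mean over all test wells plus 3 SD, cut at about 32% in these data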;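 further: peak over basal fluorescence ratio per well then scaled between controls; 0% = DMSO wells and 100% = acetylcholine at EC100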
IDE cell inh: human IDE inhibitors in live cells, primary screen, fluorescence polarization, HEK cells, FAbetaB substrate; AID 434962, 2010; FAbetaB cleavage; inhibition, % at 5.59 µM; 320,000 compounds, 0.41% hits; Insulin-degrading enzyme (Homo sapiens), P14735;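 active means percent inhibition above the average of all tested compounds plus 3 SD, set per screening campaign, cut at about 16% in these data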;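 further: IDE supplied by intact live HEK cells; FP after avidin binding of uncleaved biotin substrate so inhibition keeps polarization high; 0% = DMSO wells and 100% = 60 µM reference IDE inhibitor Ii1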
Target sequence (P14735 whole entry, looked up): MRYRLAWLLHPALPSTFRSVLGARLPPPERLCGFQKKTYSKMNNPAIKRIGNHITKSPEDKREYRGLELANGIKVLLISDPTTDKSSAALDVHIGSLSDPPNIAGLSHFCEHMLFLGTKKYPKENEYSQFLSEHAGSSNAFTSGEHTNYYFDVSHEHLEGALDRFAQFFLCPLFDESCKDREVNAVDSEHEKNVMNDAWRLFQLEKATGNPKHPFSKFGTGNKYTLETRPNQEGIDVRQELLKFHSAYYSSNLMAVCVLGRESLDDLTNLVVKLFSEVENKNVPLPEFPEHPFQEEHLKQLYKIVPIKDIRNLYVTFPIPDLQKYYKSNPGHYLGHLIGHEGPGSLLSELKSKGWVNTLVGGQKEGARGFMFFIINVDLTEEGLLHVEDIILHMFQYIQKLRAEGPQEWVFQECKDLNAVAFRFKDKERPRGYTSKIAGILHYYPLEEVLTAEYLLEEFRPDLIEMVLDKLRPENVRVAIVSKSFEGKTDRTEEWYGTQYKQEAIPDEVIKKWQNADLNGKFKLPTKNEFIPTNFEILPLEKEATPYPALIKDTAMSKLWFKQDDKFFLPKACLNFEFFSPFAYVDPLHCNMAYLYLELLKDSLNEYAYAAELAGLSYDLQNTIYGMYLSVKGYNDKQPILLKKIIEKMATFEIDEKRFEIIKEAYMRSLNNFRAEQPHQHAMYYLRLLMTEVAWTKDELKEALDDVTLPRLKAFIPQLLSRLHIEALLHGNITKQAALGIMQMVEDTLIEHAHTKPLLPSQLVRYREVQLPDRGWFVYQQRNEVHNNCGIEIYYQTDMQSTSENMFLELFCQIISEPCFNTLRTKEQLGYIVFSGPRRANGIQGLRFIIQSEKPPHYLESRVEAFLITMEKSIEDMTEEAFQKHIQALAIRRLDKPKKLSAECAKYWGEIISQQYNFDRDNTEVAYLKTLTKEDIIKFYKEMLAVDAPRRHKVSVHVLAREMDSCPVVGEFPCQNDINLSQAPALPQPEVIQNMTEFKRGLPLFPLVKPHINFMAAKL
CHRM5 agonist: human M5 muscarinic receptor agonists, primary screen, CHO-K1 cells, Fluo-8 calcium fluorescence; activation, % at 3 µM; 360,000 compounds, 0.19% hits; AID 624037, 2012; CHO-K1 hM5 cells; 0% DMSO wells, 100% maximal acetylcholine response; Muscarinic acetylcholine receptor M5 (Homo sapiens), P08912;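 active means activation above the run's mean over test compounds plus 3 SD, cut at about 23% in these data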;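 further: signal is peak over basal fluorescence ratio across the kinetic read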
M4 PAM: human M4 muscarinic receptor positive allosteric modulators, primary screen, CHO-K1 cells, Fluo-8 calcium fluorescence; activation, % at 3 µM; 360,000 compounds, 0.4% hits; AID 624126, 2012; Muscarinic acetylcholine receptor M4 (Homo sapiens), P08173; CHO-K1 hM4/Gqi5, ACh EC20; 0% = ACh EC20, 100% = maximal ACh;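 active means activation above its plate's cutoff, the mean activation of sample wells plus 3 SD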; further: some results filed as inactive read as strong as hits
CRFR2-BP antag: antagonists of CRF-BP/CRF-R2 complex, primary screen, cell-based, HEK293, calcium dye fluorescence, uHTS. 350,000 compounds, 0.59% hits. CRF-induced calcium fluorescence. inhibition, % at 11.8 µM;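 active means inhibition of the ligand-induced calcium signal above about 50% at the single tested concentration, limit read from the data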
CHRM4 antagonist: human M4 muscarinic receptor antagonists, primary screen, CHO cells, Fluo-8 calcium fluorescence; Muscarinic acetylcholine receptor M4 (Homo sapiens), P08173; CHO-hM4 cells, ACh EC80; inhibition, % at 3 µM; 360,000 compounds, 0.73% hits; AID 624125, 2012;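 active means inhibition above its plate's cutoff, the mean inhibition of sample wells plus 3 SD, cut at about 27% in these data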;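 further: 0% = acetylcholine EC80 with DMSO and 100% = DMSO without agonist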
Starred values were filed as active, the others as inactive; · = not tested or not shown. Rows are unselected. Share with any hit: about 2.9%.

SMILES	CHRM5 antagonist	CRFBP-R2 agonist	CHRM5 PAM	CHRM4 agonist	IDE cell inh	CHRM5 agonist	M4 PAM	CRFR2-BP antag	CHRM4 antagonist
CSCCC(NC(=O)C1CCC(C)CC1)C(=O)Nc1ccc(NC(C)=O)cc1 (configuration not stated)	10	-0.6	-4	1	0	-3	-1	4	0
Cc1cccc(N2CCN(C(=O)c3ccc(Cl)c(S(=O)(=O)N4CCc5ccccc5C4)c3)CC2)c1C	0	3.4	0	0	2	-4	-2	-16	-16
Cc1ccc(NC(=S)NNc2ncc(C(F)(F)F)cc2Cl)c(C)c1	-2	-8.6	-8	5	-1	-1	5	24	-1
O=C(Nc1ccc2ccccc2c1)[C@@H]1C[C@H]1[C@@H](NP(=O)(c1ccccc1)c1ccccc1)c1ccccc1	12	-1.1	-2	2	6	-5	0	11	-12
CC(C)c1nnc(NC(=O)CCC(=O)NCc2ccco2)s1	8	-1.1	-5	0	-1	-2	25	9	10
CC(NC(=O)NNC(N)=S)(C(F)(F)F)C(F)(F)F	-1	-1.0	9	1	7	1	5	1	1
C=CCn1c(C)nnc1SCC(=O)NC1CCCCC1	1	0.6	0	0	2	-4	7	11	2
CCOC(=O)c1c(NC(=O)Nc2ccc(Cl)cc2)sc(C)c1C	0	-2.0	-3	0	4	-4	-1	2	-2
CC1(C(=O)NS(=O)(=O)c2cccc(Cl)c2)CCN1C(=O)Cc1ccccc1 (configuration not stated)	3	·	0	0	·	-1	3	·	-1
COc1ccc(NC(=O)NC2CCCCCCC2)cc1OC	-2	-0.4	22*	3	4	-1	17	1	4
COc1ccc(N=N/C(C(C)=O)=C(/C)O)cc1	16	-0.9	-5	1	3	0	0	8	-5
CCN(CC)S(=O)(=O)c1ccc(/C=C/C(=O)OCC(=O)NCc2cccs2)cc1	7	-0.5	-14	10	2	6	-11	14	15
CCN(CC)CCNC(=O)c1cc2c(=O)n(CC)c3ccccc3c2s1	1	0.6	-3	1	0	-5	2	-1	-3
CC(=O)c1c(C)[nH]c(C(=O)N(C)C(c2ccccc2)c2ccccc2)c1C	0	-1.9	-7	7	-1	0	-5	-20	0
N#CCSc1nccc(/C=C/c2ccccc2)n1	21	1.7	-17	20	0	-1	-5	-15	0
Cc1cccc(NC2(C(F)(F)F)N=C3SCCN3C2=O)n1 (configuration not stated)	10	-0.7	-5	1	-1	1	2	-4	-5
COc1ccc(C(=O)C2CCCN(Cc3cn[nH]c3-c3ccccc3)C2)cc1OC (configuration not stated)	12	1.5	2	2	1	-5	-6	-2	8
CCCNC(=O)Cn1sc2nc(C)cc(C)c2c1=O	6	3.5	4	7	40*	9	-10	-7	13
COc1ccc(C(=O)COC(=O)CCS(=O)(=O)c2ccc(C)cc2)c(OC)c1	-9	1.0	6	5	-1	-2	-2	13	-1
O=C(Nc1ccc(CN2CCOCC2)cc1)c1ccc(-c2cc(Cl)ccc2Cl)o1	11	0.4	-13	15	-4	2	-12	-9	3
O=C(Nc1ccccc1C(=O)Nc1ccncc1)c1ccc([N+](=O)[O-])cc1	5	-0.7	1	3	0	-3	-6	7	-11
Cn1c(Cc2ccccc2)nnc1SCC(=O)NC1CC1	-4	-0.5	10	1	1	-1	3	6	-1
C=CCN1C(=O)CSc2ccc(C(=O)NCCC3=CCCCC3)cc21	13	-1.8	-16	19	-1	2	-22	-30	2
CCCCSc1oc(-c2ccco2)nc1S(=O)(=O)c1ccccc1	10	1.5	-1	-1	-4	-4	-14	2	4
COc1cc(CNc2cc(C)ccc2C)cc(OC)c1OC	1	0.7	-11	10	1	4	-2	10	-1
COc1cc(C2SCC(=O)N2CCc2ccc(OC)c(OC)c2)ccc1O (configuration not stated)	-3	-0.8	-3	7	0	1	-1	2	-12
CC(=O)Nc1cccc(C(=O)Nc2cccc3ncccc23)c1	9	-0.1	4	0	6	-3	-11	1	4
C#CCOCCOCCOCCNc1nc(N2CCN(C(=O)Cn3cc(CCCCN)nn3)CC2)nc(N2CCN(C(=O)Cn3cc(CCCCN)nn3)CC2)n1	7	0.0	5	0	1	0	0	4	0
O=C(Cc1coc2ccc3ccccc3c12)NCc1ccccc1	-7	-1.4	-4	0	-5	-11	-3	-6	-3
O=C(NCc1ccc2c(c1)OCO2)c1ccc(-n2cnnn2)cc1	0	-1.6	-7	1	-1	-3	0	19	8
CC1CCCCN1C(=O)c1cc(-c2ccc(Cl)c(Cl)c2)on1 (configuration not stated)	1	15	-6	0	-1	-4	-2	-38	4
N/C(=N\OC(=O)C1CCCCC1)c1cccnc1	-7	-3.4	-2	0	-11	1	1	12	-9
Cc1[nH]c(=O)[nH]c(=O)c1NC(=O)c1cccs1	16	-1.3	-6	0	-2	-2	4	9	-5
N#CC1=C(N)C(C#N)(C#N)C(c2ccc[nH]2)C2CCCC=C12 (configuration not stated)	5	19	-5	3	5	2	0	-9	4
COc1ccc(C(=O)Nn2c(CC(C)C)nc3cc(OC)c(OC)cc3c2=O)c(OC)c1	14	0.6	0	4	1	-2	1	-4	1
CN(Cc1cccc(F)c1)C(=O)C(c1ccccc1)c1ccccc1	0	-0.4	-9	0	·	-8	-11	-2	-7
O=C(c1cc(COc2c(F)cccc2F)on1)N1CCc2ccccc2C1	6	1.3	-5	0	8	-9	-7	-7	-5
COc1ccccc1/C=N/NC(=O)CSc1ccc2ccccc2n1	7	0.0	-2	2	-4	-1	5	12	3
COC(=O)N/N=C1\CCCc2c(C)cc(C)cc21	7	-0.2	-3	0	-5	-3	9	1	-24
COc1ccc2sc(-c3ccc(SC)cc3)c(-c3ccc(O)cc3)c2c1	10	2.3	-18	1	4	-1	-1	7	10
Cc1nc2ccccc2n1CCOc1ccc(F)cc1	-9	-0.6	-16	9	·	-21	-10	47	0
COc1cc2c(=O)n(Cc3ccco3)c(=O)n(CC(=O)c3ccc(Br)cc3)c2cc1OC	-3	-0.1	3	0	1	-4	18	4	-5
Cn1cc(SCC(=O)NCc2ccc3c(c2)OCO3)c2ccccc21	1	-5.2	0	1	-3	-2	3	-6	-5
N#CCCNC(=O)Cn1c(COc2ccc(Cl)cc2)nc2ccccc21	-6	8.0	-1	1	3	-2	13	-16	-15
Clc1ccc(-c2csc(Nc3ccccc3)[n+]2Cc2ccco2)c(Cl)c1	-2	0.2	-11	0	·	-2	-11	25	4
CC(=O)Nc1c(-c2ccc(F)cc2)nc2ccccn12	-4	0.6	0	1	-1	-1	6	-3	-11
CC(NC(=O)Cc1ccc(NC2=NC3CS(=O)(=O)CC3S2)cc1)c1ccccc1 (configuration not stated)	0	-0.9	-1	1	8	1	6	-14	-6
COC(=O)c1sccc1NC(=O)CSc1ccccc1NS(=O)(=O)c1ccc(Br)cc1	12	2.3	-22	2	6	-6	-8	21	-6
OC(c1ccc(-c2ccccc2)cc1)c1ncc(-c2ccc(F)cc2)[nH]1 (configuration not stated)	6	·	-4	0	·	2	4	·	-4
O=C(NC1=NCCS1)c1ccccc1Br	-9	-0.2	13	1	-6	1	-5	4	0
CCN(CC)C(=O)C1CCCN(C(=S)Nc2cccc3ccccc23)C1 (configuration not stated)	2	-2.7	-2	1	2	-4	-3	38	-8
CCOC(=O)Cc1csc(NC(=O)Cc2ccc(C)cc2)n1	2	-0.9	-2	1	8	-2	-8	10	-3
CSc1nnc(-c2cc3c(s2)-c2ccccc2CC3)o1	-9	3.0	-3	0	6	-7	4	-5	-7
CC(=O)N[C@@H](Cc1c[nH]c2ccccc12)C(=O)OCc1ccc(C#N)cc1	0	2.1	-1	3	0	-1	3	-16	-2
COc1ccc(C2=NOC(C(=O)N3CCN(c4ccccc4OC)CC3)C2)cc1 (configuration not stated)	2	0.1	-9	7	-1	2	-3	23	3
O=C1NN(CCO)C(=S)Nc2ccccc21	13	3.9	-7	2	·	-1	7	23	-15
CC(NS(=O)(=O)c1ccc(Cl)cc1)C(=O)OCC(=O)Nc1ccc(N(C)C)cc1 (configuration not stated)	5	-0.9	-5	2	·	-1	-2	6	-2
Cn1c(N2CCCCC2)cc(=O)n(C)c1=O	9	-1.7	-4	0	-1	0	-2	9	0
COc1ccccc1-n1c(SCC(=O)N(C)C2CCS(=O)(=O)C2)nc2ccccc2c1=O (configuration not stated)	-2	-1.7	-3	1	5	0	-3	12	4
Cc1ccc(C)c(Cn2nnc3c(=O)[nH]c(C(=O)Nc4ccc(F)cc4)nc32)c1	-2	-3.3	1	2	-6	5	8	4	-19

Full records as entered above. Values in the order: CHRM5 antagonist	CRFBP-R2 agonist	CHRM5 PAM	CHRM4 agonist	IDE cell inh	CHRM5 agonist	M4 PAM	CRFR2-BP antag	CHRM4 antagonist
Record of CC(=O)N[C@@H](Cc1c[nH]c2ccccc12)C(=O)OCc1ccc(C#N)cc1 : 0	2.1	-1	3	0	-1	3	-16	-2
Record of Cc1nc2ccccc2n1CCOc1ccc(F)cc1 : -9	-0.6	-16	9	·	-21	-10	47	0

(cont.)
SMILES	CHRM5 antagonist	CRFBP-R2 agonist	CHRM5 PAM	CHRM4 agonist	IDE cell inh	CHRM5 agonist	M4 PAM	CRFR2-BP antag	CHRM4 antagonist
N#C/C(=C\c1ccc(F)cc1)c1n[nH]c(Cn2cncn2)n1	0	-0.1	3	0	-1	-1	4	-1	4
O=S(=O)(Cc1cc(Cl)nc(-c2ccncc2)n1)c1ccccc1	-20	1.7	-1	2	7	-2	5	13	-3
COC(=O)C(C)Oc1ccc2c3c(c(=O)oc2c1)CCCCC3 (configuration not stated)	-5	0.8	-1	3	0	-2	-6	-3	5
COc1ccc(C(c2nnnn2C(C)(C)C)N2CCN(C/C=C/c3ccccc3)CC2)cc1 (configuration not stated)	16	·	-22	1	·	-8	-9	·	4
Cc1ccc(N(CC(=O)Nc2ccc3c(c2)OCCO3)S(=O)(=O)c2c(C)n[nH]c2C)cc1	7	-0.9	-8	7	5	-1	-3	-10	-11
CCCc1nnc(SCC(=O)NC2CC2)n1C	3	-1.0	0	0	-5	-1	0	5	-1
COc1cc(CC(=O)OCC(=O)NC2CC2)cc(OC)c1OC	5	-0.5	0	0	-2	1	4	9	-6
N#C/C(=C\c1ccc(OC(=O)c2ccc(Br)s2)cc1)c1nc2ccccc2[nH]1	0	11	-2	1	6	4	5	-37	-7
O=C(CNC(=O)c1ccc(Cl)c([N+](=O)[O-])c1)OCN1C(=O)c2ccccc2C1=O	3	1.1	-1	4	4	1	-2	18	0
COc1ccc(NC(=O)CC(C)NCCCN2CCCC2=O)cc1 (configuration not stated)	0	-0.3	4	0	2	-2	4	-2	-5
Cc1snc2sc(C(=O)c3ccc(F)cc3)c(N)c12	4	1.5	3	1	-2	3	2	-6	-4
COc1ccc(N2CCN(C3CCCN(Cc4ccc(F)cc4Cl)C3)CC2)cc1 (configuration not stated)	6	0.4	5	0	-1	-4	-8	-3	9

Source: PubChem
